# Pemphigus Ab inh: inhibitors of pemphigus antibody binding to DSG3, primary screen, biochemical, bead-based, flow cytometry, scFv-GFP; binding (percent of control), % at 10 µM; 310,000 compounds, 0.48% hits; DSG3-coupled beads, scFv-anti-DSG3-GFP binding; active compounds read low;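 active = binding more than 3 SD below its plate's average and above zero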;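 note: hits lower antibody fragment binding to DSG3; some compounds called inactive have numbers as strong as hits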
# Target sequence (P32926 whole entry, looked up, the tested form may be a part): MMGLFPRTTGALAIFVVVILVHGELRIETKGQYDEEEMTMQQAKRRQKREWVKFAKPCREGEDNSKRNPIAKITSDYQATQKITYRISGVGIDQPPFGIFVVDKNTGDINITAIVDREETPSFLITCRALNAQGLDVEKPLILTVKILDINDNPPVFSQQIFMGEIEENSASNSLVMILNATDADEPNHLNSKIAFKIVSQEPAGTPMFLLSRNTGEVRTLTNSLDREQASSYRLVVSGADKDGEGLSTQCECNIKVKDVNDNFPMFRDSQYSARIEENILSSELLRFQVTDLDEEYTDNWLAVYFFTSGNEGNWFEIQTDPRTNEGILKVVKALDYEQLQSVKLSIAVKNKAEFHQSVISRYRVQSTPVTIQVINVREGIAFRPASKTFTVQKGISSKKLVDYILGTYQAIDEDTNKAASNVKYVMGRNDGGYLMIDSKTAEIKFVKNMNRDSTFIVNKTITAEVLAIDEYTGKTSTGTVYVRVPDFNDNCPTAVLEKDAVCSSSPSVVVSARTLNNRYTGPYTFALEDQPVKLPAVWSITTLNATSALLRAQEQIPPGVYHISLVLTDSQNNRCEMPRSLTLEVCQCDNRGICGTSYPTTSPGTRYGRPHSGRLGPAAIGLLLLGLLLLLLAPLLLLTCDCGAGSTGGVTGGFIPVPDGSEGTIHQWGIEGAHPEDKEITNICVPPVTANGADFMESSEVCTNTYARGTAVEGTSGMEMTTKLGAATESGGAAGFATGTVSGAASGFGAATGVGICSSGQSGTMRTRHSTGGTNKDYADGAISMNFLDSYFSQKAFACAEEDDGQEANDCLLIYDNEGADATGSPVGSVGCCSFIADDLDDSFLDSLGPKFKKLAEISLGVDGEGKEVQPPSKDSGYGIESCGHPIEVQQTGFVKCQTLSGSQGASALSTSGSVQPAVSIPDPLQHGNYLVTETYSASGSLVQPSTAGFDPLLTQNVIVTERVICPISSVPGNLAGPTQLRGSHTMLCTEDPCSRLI
# Keap1-Nrf2 PPI: Keap1-Nrf2 protein-protein interaction inhibitors, primary screen, biochemical, fluorescence polarization, single point; Kelch-like ECH-associated protein 1 (Homo sapiens), Q14145; Keap1 Kelch-Nrf2 peptide fluorescence polarization, 1536-well; inhibition, % at 9.4 µM; 340,000 compounds, 0.15% hits; AID 504523, 2011; in the data active = inhibition above about 12%;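 note: human Keap1 Kelch domain with fluorescein labeled Nrf2 9mer peptide probe; 0% = neutral control wells and 100% = peptide positive control; higher means more block of Keap1 binding to Nrf2 peptide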
# C-LANA FP: inhibitors of KSHV C-LANA binding to DNA, primary screen, biochemical, fluorescence polarization, FAM-LBS DNA, MBP-C-LANA, single point; Kaposi's sarcoma herpesvirus LANA C-terminal domain (residues 932-1162) DNA binding; inhibition, % at 9 µM; 340,000 compounds, 0.078% hits;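 active = highest replicate inhibition at or above 60% at 9 µM, even if other replicates fall short; inactive = all replicates below 60% inhibition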;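 note: 0% = neutral control wells and 100% = 4 µM acridine orange control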
# RTF Ca sens act: cardiac RTF calcium sensitivity activators, primary screen, biochemical, IANBD-TnC fluorescence, EC20 calcium. IANBD-labeled TnC RTF fluorescence at EC20 calcium; 0% EC20 calcium, 100% full calcium. 340,000 compounds, 0.24% hits. Troponin I, cardiac muscle (Homo sapiens) + Troponin T, cardiac muscle (Homo sapiens) + …. activation, % at 7.2 µM;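 active = activation above the mean over all tested compounds plus 3 SD, cut at about 30% in these data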;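 note: rise in fluorescence read as greater calcium sensitivity of cardiac thin filaments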
# Arr AP2 block: inhibitors of beta-arrestin/AP2 binding, primary screen, biochemical, GPCR trafficking, flow cytometry | 340,000 compounds, 0.31% hits | inhibition, % at 10 µM | beta-arrestin 1 C-terminal peptide binding to AP2 beta2-adaptin appendage (human) | FITC-arrestin peptide / GST-AP2 beads; AP2 beta2 appendage carries R879A mutation;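 active = inhibition above a set limit, near 3 SD of compounds lacking own fluorescence, cut at about 54% in these data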;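 note: plate controls were DMSO wells for no effect and 5 µM unlabelled arrestin peptide for full effect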
#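 System: GST-AP2 R879A glutathione beads | Also added: FITC-arrestin peptide, 50 nM | Times: 12 min plus 1 h, RT | Signal: Bead flow cytometry, FITC channel | Buffer or medium: PBS with 0.05% Tween 20 and 0.1% BSA | Read-out basis: Percent drop in bead-associated FITC signal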
# Wnt bcat act: Wnt/beta-catenin pathway activators, primary screen, cell-based, plate reader, single point; Wnt/beta-catenin reporter cell assay, activator; activation, % at 9.35 µM; 300,000 compounds, 1.2% hits; in the data active = activation above about 30%, passing the limit was not always enough;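 note: 0% = neutral control wells and 100% = positive control wells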
# V-ATPase pH: regulators of yeast V-ATPase proton pumping, primary screen, pHLuorin cytosolic pH fluorescence. S. cerevisiae. response, % at 10 µM. 350,000 compounds, 0.37% hits. AID 504577, 2011; in the data active = response mostly above about 7.3%, no sharp cut-off; inactive = mostly below about 5.4%; note: actives read high; inactives centre near 0; some compounds called inactive have numbers as strong as hits; reference of the scale not given here
# RTF Ca sens inh: cardiac RTF calcium sensitivity inhibitors, primary screen, biochemical, IANBD-TnC fluorescence, EC70 calcium; inhibition, % at 7.15 µM; IANBD-labeled cardiac RTF, Ca2+ fluorescence; 340,000 compounds, 0.12% hits; Troponin I, cardiac muscle (Homo sapiens) + Troponin T, cardiac muscle (Homo sapiens) + …;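 active = inhibition above the mean inhibition of all tested compounds plus 3 SD, cut at about 17% in these data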;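 note: assay run at fixed EC70 calcium of 1.6 mM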
# MOR-DOR inv ag: inverse agonists of MOR-DOR heterodimerization, primary screen, cell-based, luminescence. Mu-type opioid receptor (Homo sapiens) + Delta-type opioid receptor (Homo sapiens), …. inhibition, % at 9.3 µM. cell-based MOR-DOR heterodimer luminescence, inverse agonism. 340,000 compounds, 0.21% hits; in the data active = inhibition above about 22%, passing the limit was not always enough;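 note: 0% = cells with DMSO and 100% = wells without cells with DMSO; values of inactives mirror those of a sister screen read the other way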
# OPRM1-OPRD1 ag: agonists of OPRM1-OPRD1 heterodimerization, primary screen, cell-based, luminescence. AID 504326, 2011. cells. activation, % at 9.3 µM. 340,000 compounds, 0.3% hits. Mu-type opioid receptor (Homo sapiens) + Delta-type opioid receptor (Homo sapiens), …; in the data active = activation above about 18%;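 note: 0% = vehicle-treated cells and 100% = reference agonist; values of inactives mirror those of a sister screen read the other way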
# Starred values were filed as active, the others as inactive; . = not tested or not shown.
SMILES,Pemphigus Ab inh,Keap1-Nrf2 PPI,C-LANA FP,RTF Ca sens act,Arr AP2 block,Wnt bcat act,V-ATPase pH,RTF Ca sens inh,MOR-DOR inv ag,OPRM1-OPRD1 ag
COc1ccc(-n2nc(C)c3sc(C)nc3c2=O)cc1,113,4,-2.9,2,52,22,-6,-1,4,-0.9
CCOC(=O)C1=CNS(=O)(=O)NC1c1ccc(C(=O)OC)cc1 (centres undefined),105,4,4.2,-1,46,3,-1,-4,9,-1.8
[O-]c1n[n+](-c2ccc(Cl)cc2)cc2ccccc12,80,4,-0.2,1,-10,1,-1,-7,12,-2.5
CN(C(=O)C1CCOC1)c1nnc(-c2ccncc2)s1 (centres undefined),108,-1,-4.0,-8,4,.,-7,3,1,-0.2
Cc1cccc(NC(=O)/C(=C/c2cccc([N+](=O)[O-])c2)NC(=O)c2cccs2)c1,.,-2,4.5,-3,-2,.,0,-5,2,-0.5
COc1cccc(CNC(=O)CCC2CCCN(C(=O)c3cc(C4CC4)[nH]n3)C2)c1 (centres undefined),109,-5,0.4,-2,2,.,0,-17,10,-1.4
CC(C)NC(=O)N(C)C[C@H]1Oc2ccc(NS(=O)(=O)c3ccc(Cl)cc3)cc2CC(=O)N([C@@H](C)CO)C[C@@H]1C,104,-6,2.2,7,1,1,-1,-10,18,-3.3
NC(=O)c1nn(-c2cccc(Cl)c2)c(=O)cc1O,102,2,0.1,-3,31,-7,-2,-1,3,-0.5
O=C(NCc1cc(Br)cc(Br)c1OC(=O)c1ccccc1[N+](=O)[O-])c1ccccc1,.,-2,3.5,5,-11,0,-1,-5,-17,3.0
CC(C)(C)NC(=O)NC(=O)CSc1ncn[nH]1,106,-4,1.7,3,10,-2,3,1,3,-0.5
N=C1C=CC=C2C1=NC1(CCCCC1)N2O,128,-2,0.5,2,30,.,1,1,-4,0.9
O=C1c2cccc(OCC(=O)N3N=C(c4cccs4)CC3c3ccc(F)cc3)c2CCN1Cc1cccnc1 (centres undefined),88,-4,-1.4,8,5,.,-1,-13,8,-1.6
CN1CCN(C(=O)CN2C(=O)CC(C)(C)S(=O)(=O)c3ccccc32)CC1,102,0,-2.4,-4,5,-19,-2,-1,3,-0.5
CCOC(=O)c1ccc(CNCc2ccccc2)cc1,96,2,1.8,-5,-7,-1,-2,7,13,-2.0
Cc1cc(C)n(C(C)CC(=O)Nc2ccc3c(c2)OCCO3)n1 (centres undefined),100,5,0.2,1,0,0,-1,-8,17,-3.4
Cc1nc2ccc(Cl)cc2nc1C,102,-2,0.4,10,1,-3,-2,1,1,-0.2
O=C(COC(=O)c1c(F)cccc1F)Nc1ccccc1OC(F)F,.,0,0.2,-3,32,-1,2,-2,22,-4.1
COc1ccc(C(=O)NC(=S)NCc2ccc(-c3nc4ccccc4o3)cc2)cc1OC,.,-3,-2.2,3,0,.,0,-21,-7,1.3
O=S(=O)(NCCOc1ccccc1F)c1cccc(Br)c1,99,-2,-1.0,-7,15,-1,-4,5,-21,5.1
CC1CCC2C(C1)c1sc(=O)[nH]c1SC2(C)C (centres undefined),88,-1,0.3,-2,2,.,-3,2,-9,1.7
COc1ccc(C(=O)COC(=O)c2ccc(NC(=O)c3ccccc3)cc2)cc1,102,-3,-1.4,2,-5,.,1,-3,-3,0.6
CCCn1nnnc1NCc1ccccc1OCc1ccc(F)cc1,103,0,-0.5,6,1,.,-2,3,-5,0.8
O/N=C1\CCc2cc(Cl)ccc21,101,-4,0.2,3,-1,.,-1,-2,-5,1.1
CC(=O)c1sc(N/N=C/c2cccc(O)c2)nc1C,98,2,-0.3,2,-3,17,-1,-4,16,-3.2
CC(C)[C@H](NC(=O)C1CCN(S(=O)(=O)c2ccccc2)CC1)C(=O)NCc1ccccn1,81,-2,0.8,-2,0,-1,-3,-5,17,-3.4
Cc1ccc(NS(=O)(=O)c2cccc(C(=O)NCC3(N(C)C)CCCCC3)c2)cc1,107,-7,-0.9,7,-5,-2,3,-10,0,0.0
CCCC(=O)N1CCN(c2ccc(NC(=O)c3ccc(OCC)c([N+](=O)[O-])c3)cc2)CC1,106,1,0.9,5,-3,.,-1,-3,10,-1.8
Cc1c(-c2cc(Br)ccc2O)nc2cc3c(cc2c1C)OCO3,129,1,0.6,-4,12,14,-1,-5,5,-1.1
C[C@H](CO)N1C[C@H](C)[C@@H](CN(C)Cc2ccc3c(c2)OCO3)Oc2c(NS(=O)(=O)c3cn(C)cn3)cccc2C1=O,105,-3,2.5,0,-1,2,-3,2,14,-2.4
Cc1ccc(CN(C)C2CCN(C)CC2)cc1,123,-1,2.1,-10,41,0,1,-6,-1,0.1

# Copied from the list.
# V-ATPase pH with CCCC(=O)N1CCN(c2ccc(NC(=O)c3ccc(OCC)c([N+](=O)[O-])c3)cc2)CC1 : -1
# Keap1-Nrf2 PPI with CCCn1nnnc1NCc1ccccc1OCc1ccc(F)cc1 : 0

# Further records follow.
SMILES,Pemphigus Ab inh,Keap1-Nrf2 PPI,C-LANA FP,RTF Ca sens act,Arr AP2 block,Wnt bcat act,V-ATPase pH,RTF Ca sens inh,MOR-DOR inv ag,OPRM1-OPRD1 ag
CCOc1cccc(C(=O)NNC(=O)CCC(=O)O)c1,.,-2,3.9,2,19,-1,-4,1,9,-1.9
O=C(NCc1ccccc1)c1cnsn1,97,0,-1.5,-2,20,-1,1,2,9,-1.6
COc1cc(/C=N/N=C/c2cc(OC)c(O)c(OC)c2)cc(OC)c1O,.,-4,2.6,0,15,.,-2,-9,18,-3.5
CCCCC(=O)Nc1ccc(C(=O)NN2C(=O)c3ccccc3C2=O)cc1,108,2,-0.4,-1,-7,-1,-2,-6,10,-1.8
CCOC(=O)c1nn(-c2ccccc2)c(=O)cc1OCC(=O)Nc1ccccc1OCC,93,-2,-0.5,14,5,1,3,-3,1,-0.2
CCN1C(=O)[C@H]2[C@@H](c3ccc(-c4ccc5c(c4)OCO5)c(OC)c3)N[C@@](C)(C(=O)OC)[C@H]2C1=O,105,-3,-0.4,-2,26,-4,-3,1,18,-3.2
CC(NCC(O)COc1ccccc1)C1COc2ccccc2O1 (centres undefined),110,2,1.6,12,-18,-1,0,-4,-22,4.5
COc1ccc(NC(=S)NCCCN2CCCC2=O)c(OC)c1,85,-3,-1.2,-3,-2,1,-1,1,-13,1.9
Cc1ccoc1C(=O)NCCNc1ccc(Cl)cc1[N+](=O)[O-],97,1,-0.3,-5,5,.,2,4,11,-2.5
O=C(CN1CCOC1=O)N1CCCC(N2CCN(c3cccc(C(F)(F)F)c3)CC2)C1 (centres undefined),97,0,-1.0,-3,5,3,2,1,15,-2.7
COc1cc(C(=O)Nc2cc(C)ccn2)cc(OC)c1OC,.,-2,-1.1,-1,-7,1,2,-5,-2,0.4
CCC1CCC(C(=O)NC(C(=O)NCCc2ccc(S(N)(=O)=O)cc2)C(C)C)CC1 (centres undefined),99,-1,0.5,-3,29,0,-5,0,-1,0.1
O=C(O)CSc1ccnc2cc(Cl)ccc12,101,-5,-0.7,3,-21,-2,2,0,15,-3.0
O=C(CCCN1CCC(O)(c2ccc(Br)cc2)CC1)c1ccc(F)cc1,114,-4,-1.9,0,-7,-5,-2,-2,-74,13
COc1ccc2c(c1)c1ncn(Cc3ccc(F)cc3)c(=O)c1n2C,111,.,.,.,7,-8,-4,.,.,.
Cn1nnnc1NCc1cccc(Cl)c1Cl,102,-5,-0.5,-3,-13,-1,-3,3,2,-0.3
COC(=O)C(C(=O)OC)C1C=CCN(C(C)=O)C1 (centres undefined),107,-3,-2.1,-3,5,-1,1,0,8,-1.6
Cc1nn(C)c(=O)n1N(C)c1ncc(C(F)(F)F)cc1Cl,90,-1,11,-1,-2,0,-2,-7,3,-0.7
COc1cc(/C=N/Nc2ccccc2)ccc1O,91,0,0.9,-1,0,-1,1,-8,3,-0.8
Cc1ccc(NC(=O)Cc2n[nH]c(=O)c3ccccc23)cc1S(=O)(=O)N1CCCCCC1,113,-1,0.2,-1,-13,-5,4,-5,-3,0.8
COc1cc2ccccc2cc1C(=O)Nc1ccc(Cl)cn1,102,-5,-1.0,-5,41,10,-2,-3,11,-2.3
CCOC(=O)c1c(C)oc2ccc(OCC(=O)N(CC)CC)cc12,101,1,-2.2,-1,4,.,-1,-2,7,-1.3
COC(=O)Cc1cnc(NC(=O)C2C3CCC(C3)C2C(=O)O)s1 (centres undefined),104,1,-3.6,-7,41,-5,-4,9,8,-1.3
C=CCNC(=O)c1csc(-c2ccccc2)n1,.,4,-1.4,3,14,.,0,-5,1,-0.1
CCc1noc(C)c1C(=O)OCC(=O)N(CC)c1c(N)n(Cc2ccccc2)c(=O)[nH]c1=O,111,-2,0.0,0,-6,-2,-5,-30,12,-2.4
COc1ccccc1C(=O)Nc1ccnn1C1CCN(Cc2cn(C)c3ccccc23)CC1,119,-4,-0.7,-3,26,2,1,-11,13,-2.5
COCCCn1c(C(=O)Nc2ccc3c(c2)OCO3)cc2c(=O)n3ccccc3nc21,90,-1,-1.0,-5,19,1,2,1,14,-2.8
O=C(CCc1ccccc1)Nc1nnc(-c2cccs2)o1,94,-4,-0.4,-2,1,-1,-1,-7,12,-2.4
COc1cccc(C2CC(=O)Nc3cc4c(cc32)CCC4)c1 (centres undefined),104,1,.,10,17,-1,0,-4,1,-0.2
Cc1cc(C(=O)NC2CC(C)(C)Cc3c2cnn3-c2ccc(F)cc2)nn1C (centres undefined),113,-1,0.3,-8,-1,5,-3,-6,6,-1.1
O=C(NCCc1ccccn1)c1cccc(S(=O)(=O)N2CCc3ccccc32)c1,117,0,0.5,4,3,-4,2,-2,1,-0.3
COc1cccc(OC)c1OCCCCN1CCCCC1,109,-8,0.5,6,-15,1,0,-12,17,-3.4
COc1cccc(-n2c(CN3CCN(c4cccc(C)c4)C(C)C3)nc3ccc([N+](=O)[O-])cc3c2=O)c1 (centres undefined),89,0,0.5,-20,-6,2,1,3,0,0.0
COc1cccc(S(=O)(=O)NCc2ccc(C(=O)Nc3ccc(C)cc3)cc2)c1,103,-4,0.8,-6,-6,.,0,-6,-8,1.9
Cc1[nH]c2ccc(C(=O)NCCCN3CCOCC3)cc2c1C,102,0,13,1,-6,-2,-2,-6,-2,0.3
